RGS8-Gao reg: modulates binding of RGS8 to human Galphao. P09471. multiplexed bead flow cytometry; actives lie on both sides. 220,000 compounds, 0.34% hits. response (percent of control binding), % at 10 µM; in the data active = response below about 60% or above about 140%; inactive = in between;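 note: Galphao activated as the GDP aluminium fluoride complex binding bead-coupled RGS8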
Target sequence (P09471 whole entry, looked up): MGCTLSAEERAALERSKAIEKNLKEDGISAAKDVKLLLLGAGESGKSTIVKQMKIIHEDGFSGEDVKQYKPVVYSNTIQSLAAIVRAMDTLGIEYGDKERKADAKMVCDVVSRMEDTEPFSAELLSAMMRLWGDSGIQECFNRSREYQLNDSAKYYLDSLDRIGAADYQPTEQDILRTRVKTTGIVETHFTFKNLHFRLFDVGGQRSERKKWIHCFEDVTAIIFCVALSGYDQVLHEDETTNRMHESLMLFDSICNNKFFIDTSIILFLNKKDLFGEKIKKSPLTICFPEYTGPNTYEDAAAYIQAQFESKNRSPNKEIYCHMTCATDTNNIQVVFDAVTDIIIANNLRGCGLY
Bcl-XL Bim block: disrupts Bim peptide binding to human Bcl-XL; Q07817; bead flow cytometry, fluorescence; inhibition, % at 10 µM; 190,000 compounds, 0.04% hits
Target sequence (Q07817 whole entry, looked up): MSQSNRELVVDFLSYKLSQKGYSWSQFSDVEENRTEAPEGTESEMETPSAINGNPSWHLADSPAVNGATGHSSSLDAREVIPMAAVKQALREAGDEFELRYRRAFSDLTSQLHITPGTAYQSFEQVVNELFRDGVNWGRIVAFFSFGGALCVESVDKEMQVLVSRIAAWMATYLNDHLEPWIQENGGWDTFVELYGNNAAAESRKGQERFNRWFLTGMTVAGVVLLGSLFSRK
RGS4-Gao reg: modulates binding of RGS4 to human Galphao; binding response (% of control), % at 10 µM; Multiplexed bead flow cytometry; actives lie on both sides; AID 1415; 220,000 compounds, 0.33% hits; in the data active = binding response below about 49% or above about 150%; inactive = in between;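 note: fluorescent Galphao activated with aluminum fluoride binding bead-coupled RGS4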
RGS7-Gao reg: regulators of human RGS7-Galphao interaction. binding response (% of control), % at 10 µM. Multiplexed bead flow cytometry, RGS7-Galphao binding; actives lie on both sides. 220,000 compounds, 0.35% hits. AID 1439; in the data active = binding response below about 49% or above about 150%; inconclusive = no clear call, values can overlap the other calls; inactive = in between;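 note: fluorescent Galphao held in activated GDP-AlF4 state binding bead-coupled RGS7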
Bim-Bcl-W: human Bim-Bcl-W interaction inhibition. 190,000 compounds, 0.02% hits. inhibition, % at 10 µM. Q92843. bead-based flow cytometry, Bim peptide-Bcl-W binding. AID 952;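 note: 0% = bound tracer without compound and 100% = peptide blocker; higher means less fluorescent Bim peptide bound to Bcl-W beads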
Target sequence (Q92843 whole entry, looked up): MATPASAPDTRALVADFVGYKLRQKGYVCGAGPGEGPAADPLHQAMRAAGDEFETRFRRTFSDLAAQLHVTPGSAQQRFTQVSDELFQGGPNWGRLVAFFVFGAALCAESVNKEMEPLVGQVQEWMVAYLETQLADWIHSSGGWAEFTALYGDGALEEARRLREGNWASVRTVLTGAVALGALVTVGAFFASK
GSH bead fluor: GSH bead compound fluorescence profile; GSH beads flow cytometry, compound fluorescence 488/530 nm; hits give high values; fluorescence (KMESF) at 10 µM; 190,000 compounds, 0.25% hits; AID 1776; in the data active = fluorescence above about 89;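 note: glutathione beads carrying GST-tagged Bcl family fusion proteins plus one bare bead set; values are compound well signal with DMSO vehicle wells as background; inactives centre near 16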
Mcl-1 Bim block: inhibitors of Bim-Mcl-1 interaction, human; Q07820; Bead-based flow cytometry, Bim peptide-Mcl-1 binding; inhibition, % at 10 µM; 190,000 compounds, 0.1% hits;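 note: 0% = no compound tracer wells and 100% = peptide blocker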
Bim-Bcl-B: human Bim-Bcl-B interaction inhibition | Q9HD36 | bead-based flow cytometry, Bim peptide-Bcl-B binding | inhibition, % at 10 µM | 190,000 compounds, 0.073% hits | AID 951;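 note: 0% = tracer peptide without compound and 100% = reference inhibitor peptide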
Bim-Bfl-1: human Bim-Bfl-1 interaction inhibition; Q16548; Bead-based flow cytometry, Bim-Bfl-1 binding inhibition; inhibition, % at 10 µM; 190,000 compounds, 0.12% hits;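 note: 0% = wells without compound plus tracer and 100% = blocker peptide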
Bim-Bcl-2: human Bim-Bcl-2 interaction inhibition | 190,000 compounds, 0.06% hits | P10415 | inhibition, % at 10 µM | Bead-based flow cytometry, Bim peptide-Bcl-2 binding | AID 950; in the data active = inhibition above about 40%; inconclusive = no clear call, values can overlap the other calls;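 note: 0% = no compound wells with probe peptide and 100% = reference peptide inhibitor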
Mcl1 Bid PPI: Mcl-1/Bid interaction inhibition. TR-FRET Mcl-1/Bid-Dy647 peptide binding, 1536-well. inhibition, % at 21.7 µM. 220,000 compounds, 0.97% hits;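 active = compounds that cut the binding signal by more than half at the single screening dose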;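 note: His-tagged Mcl-1 with europium anti-His antibody binding Bid BH3 peptide; 0% = Mcl-1 plus peptide wells and 100% = peptide-only wells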
Active calls of the source: *; ? = inconclusive; . = no result given. Cut-off read from the data, not from the text of the source, unless noted: active = inhibition above about 40%. No enrichment for hits; 1.8% or so of the library scored in one or more.

Compound,Bim-Bfl-1,RGS4-Gao reg,Mcl1 Bid PPI,GSH bead fluor,Bcl-XL Bim block,Bim-Bcl-B,RGS7-Gao reg,Mcl-1 Bim block,Bim-Bcl-W,Bim-Bcl-2,RGS8-Gao reg
Cc1ccc(Cn2ccc(NC(=O)c3cc(-c4cccs4)on3)n2)cc1,-9.0,100.7,10.5,58,-11.0,-11.0,99.8,-6.0,6.0,-10.0,100.3
CCN1CN(Cc2ccccc2)CNC1=S,-4.0,99.0,-28.6,11,-5.0,-10.0,99.4,-3.0,-5.0,-5.0,98.7
COC(=O)c1ccccc1NC(=O)c1cc2n(n1)C(C(F)F)CC(C(F)F)N2 (stereo not drawn),3.0,100.2,-25.6,27,0.0,-1.0,101.2,-1.0,-1.0,2.0,101.2
Cc1ccnc(NS(=O)(=O)c2ccccc2)n1,-7.0,99.9,-6.8,75,-1.0,-3.0,99.0,0.0,0.0,-3.0,99.9
O=C(NNC1=NS(=O)(=O)c2ccccc21)C1CC(=O)N(c2ccccc2)C1 (stereo not drawn),-4.0,99.9,1.3,12,-4.0,0.0,98.0,1.0,1.0,0.0,101.8
COC(=O)CSc1nnc(-c2ccccc2O)n1-c1ccc(C)cc1,-18.0,99.6,5.9,37,-9.0,-9.0,98.2,-5.0,-6.0,-15.0,102.2
C=CCn1c(SCC(=O)NC2CCS(=O)(=O)C2)nnc1-c1ccncc1 (stereo not drawn),-5.0,99.2,-10.1,13,0.0,-5.0,?,-2.0,-3.0,-1.0,100.0
CC(=O)N(c1ccccc1)c1nnc(-c2cnc(C)cn2)s1,-5.0,99.6,-18.4,14,-2.0,-7.0,102.0,-2.0,-4.0,-6.0,101.3
O=C1CC(N2CCC(Cc3ccccc3)CC2)C(=O)N1CCc1ccccc1 (stereo not drawn),-18.0,100.7,-24.1,55,10.0,-7.0,99.6,-1.0,3.0,-7.0,103.6
Cc1c(CCC(=O)O)c(=O)n2c([nH]c3ccccc32)c1C#N,0.0,96.0,-76.0,9,-2.0,1.0,98.2,0.0,3.0,1.0,89.3
COc1ccc(C(NC(=O)/C=C/c2ccco2)c2ccc(OC)cc2)cc1,2.0,97.8,-22.7,11,-4.0,-4.0,97.2,-2.0,-3.0,0.0,100.0
O=C(c1ccc2nc(N3CCOCC3)sc2c1)N1CCCC1,-9.0,100.2,-4.7,14,-6.0,-9.0,97.2,-2.0,-6.0,-8.0,98.8
O=C(NCc1ccc(F)cc1)C(Cc1ccccc1)NS(=O)(=O)c1cccs1 (stereo not drawn),3.0,96.8,-31.3,9,6.0,1.0,98.4,16.0,13.0,-3.0,99.2
Cc1ccc(OCC(=O)N2CCC(N3CCCCCC3)CC2)cc1,-9.0,100.8,18.0,36,-8.0,-7.0,104.2,0.0,3.0,-9.0,101.5
Cc1ccc(-c2nn(-c3ccccc3)cc2/C=N/NC(=O)CSc2nnc(C)n2-c2ccccc2)cc1,-6.0,94.2,-4.1,72,-2.0,-5.0,92.6,0.0,-1.0,-3.0,94.5
O=C(c1cccc(-c2ccc(O)cc2)c1)N1CCOCC1,-3.0,105.6,-19.5,10,-3.0,-2.0,108.2,4.0,3.0,1.0,100.5
CCOc1ccc(N(CC(=O)NCc2cccc(OC)c2)S(=O)(=O)c2c(C)noc2C)cc1,-7.0,101.0,-42.8,46,1.0,-6.0,100.0,0.0,5.0,-8.0,101.1
CCN(CC)S(=O)(=O)c1cccc(-c2nnc(SCC(=O)c3cc(C)n(C)c3C)o2)c1,-10.0,99.4,-13.9,32,-5.0,-8.0,95.5,-1.0,0.0,-8.0,103.0
COCCCn1c(SCc2cc(=O)[nH]c3ccccc23)nnc1-c1ccco1,1.0,82.8,7.8,9,-2.0,-1.0,83.6,0.0,0.0,5.0,90.0
Cn1c(-n2c(-c3ccco3)nc3ccccc3c2=O)nc2ccccc21,-3.0,96.1,5.7,23,-7.0,-6.0,95.4,-8.0,-3.0,-6.0,91.7
CCOC(=O)/C(=N\Nc1ccccc1Cl)N1CCN(Cc2ccccc2)CC1,-6.0,102.0,-21.8,11,-10.0,-8.0,99.4,-4.0,-7.0,-5.0,102.2
C=CCn1c(O)c(N=NC(=S)Nc2cccc(C)c2)c2ccccc21,-1.0,105.2,-32.7,23,0.0,-24.0,108.7,0.0,-3.0,2.0,103.9
COCc1[nH][nH]c(=O)c1C=Nc1ccc(C(F)(F)F)cc1,-7.0,98.2,-23.2,9,-3.0,-3.0,?,2.0,-2.0,-4.0,99.9
CCCCNC(=O)COC(=O)c1ccc(C)c(NC(=O)c2ccco2)c1,-3.0,104.5,-10.7,16,-3.0,-5.0,101.5,-2.0,-1.0,-2.0,102.9

Gathered by group: those above with a furan ring, fused or not (4)
Compound,Bim-Bfl-1,RGS4-Gao reg,Mcl1 Bid PPI,GSH bead fluor,Bcl-XL Bim block,Bim-Bcl-B,RGS7-Gao reg,Mcl-1 Bim block,Bim-Bcl-W,Bim-Bcl-2,RGS8-Gao reg
COc1ccc(C(NC(=O)/C=C/c2ccco2)c2ccc(OC)cc2)cc1,2.0,97.8,-22.7,11,-4.0,-4.0,97.2,-2.0,-3.0,0.0,100.0
COCCCn1c(SCc2cc(=O)[nH]c3ccccc23)nnc1-c1ccco1,1.0,82.8,7.8,9,-2.0,-1.0,83.6,0.0,0.0,5.0,90.0
Cn1c(-n2c(-c3ccco3)nc3ccccc3c2=O)nc2ccccc21,-3.0,96.1,5.7,23,-7.0,-6.0,95.4,-8.0,-3.0,-6.0,91.7
CCCCNC(=O)COC(=O)c1ccc(C)c(NC(=O)c2ccco2)c1,-3.0,104.5,-10.7,16,-3.0,-5.0,101.5,-2.0,-1.0,-2.0,102.9

The list goes on.
Compound,Bim-Bfl-1,RGS4-Gao reg,Mcl1 Bid PPI,GSH bead fluor,Bcl-XL Bim block,Bim-Bcl-B,RGS7-Gao reg,Mcl-1 Bim block,Bim-Bcl-W,Bim-Bcl-2,RGS8-Gao reg
Cc1c(Cl)cccc1-n1c(SCC(=O)N2CCC(C(=O)O)CC2)nnc1-c1ccncc1,-4.0,109.1,-1.0,13,-2.0,-2.0,107.5,-1.0,-2.0,-2.0,107.6
O=C(CCc1nc2ccccc2c(=O)[nH]1)OCc1nnc(-c2ccccc2)o1,-12.0,100.1,3.8,33,1.0,-5.0,100.3,0.0,0.0,-7.0,104.4
Cc1ccc2nc(SCC(=O)NNC(=O)c3ccccc3)[nH]c2c1,-17.0,100.1,-44.9,16,-5.0,-9.0,96.5,-2.0,-4.0,-7.0,101.7
Cc1nc(C)n(C(=O)N(c2ccccc2)c2ccccc2)n1,-8.0,103.0,8.2,21,3.0,-1.0,107.6,0.0,1.0,-3.0,108.5
O=C(Nc1ccc(N2CCN(C(=O)c3ccccc3)CC2)cc1)c1ccc([N+](=O)[O-])o1,0.0,99.7,-36.9,7,-1.0,1.0,106.0,-2.0,-3.0,2.0,101.1
COc1ccc(C2NC(=S)NC(O)(C(F)(F)F)C2C(=O)c2cccs2)cc1 (stereo not drawn),0.0,107.0,-83.1,9,-5.0,-11.0,108.3,-7.0,-1.0,0.0,102.7
O=C(Nc1ccc(-c2ccc3nncn3n2)cc1)C1CCCC1,-6.0,100.2,-29.7,7,-2.0,-2.0,102.1,0.0,-2.0,-7.0,101.4
CC1=C(C#N)C(Nc2ccc(C)cn2)(C(F)(F)F)C(=O)N1 (stereo not drawn),1.0,100.8,-8.7,21,0.0,-2.0,96.5,0.0,-1.0,2.0,96.9
CC(=O)CCc1oc2ccc(C)cc2c1-c1ccc(C)o1,-6.0,100.5,-56.2,10,-2.0,-3.0,100.6,-1.0,2.0,0.0,102.7
O=C(Cc1ccc(-n2c(=O)c3ccccc3n(Cc3ccccc3F)c2=O)cc1)NCC1CCCO1 (stereo not drawn),1.0,97.0,-12.5,4,-1.0,-3.0,105.0,-2.0,0.0,2.0,100.6
S=C(N/N=C1\C2CN3CCN(C2)CC1(c1ccccc1)C3)Nc1ccccc1,-2.0,101.2,-52.2,5,-4.0,-8.0,102.4,-2.0,-2.0,0.0,102.7
CN(C)S(=O)(=O)c1ccc(Cl)c(NC(=O)COC(=O)CNC(=O)c2ccco2)c1,-2.0,100.4,-3.3,12,2.0,3.0,?,5.0,5.0,0.0,101.1
O=C(c1nn2c(C(F)(F)F)cc(-c3cccs3)nc2c1Br)N1CCCc2ccccc21,3.0,102.6,-26.1,2,6.0,-7.0,102.8,3.0,3.0,4.0,99.3
CCC(NC(=O)c1ccccc1Br)c1ccccc1 (stereo not drawn),-5.0,99.9,4.0,23,-2.0,-5.0,101.2,-1.0,-2.0,0.0,101.5
CN(C)S(=O)(=O)N1CCC(Oc2ccc(C(=O)NCc3cnn(C)c3)cc2)CC1,-6.0,107.3,-25.5,23,-1.0,-1.0,111.9,2.0,1.0,0.0,109.9
Cc1ccc(OCC(=O)c2cc(C)n(Cc3cccs3)c2C)c([N+](=O)[O-])n1,-4.0,98.7,-42.7,16,0.0,-1.0,?,-1.0,0.0,0.0,100.9
COCCn1c(=O)c2ccccc2c2ccccc2c1=O,-1.0,96.7,9.8,17,1.0,-1.0,?,0.0,-3.0,0.0,98.2
CCCCOc1ccc(C(=O)NNC(=S)NC(=O)CC)cc1,9.0,102.2,-33.4,8,0.0,4.0,105.7,0.0,-1.0,5.0,101.0
O=[N+]([O-])c1cc(C(F)(F)F)ccc1N1CCC(O)CC1,-7.0,98.6,-11.7,18,-4.0,-4.0,93.6,0.0,-1.0,-6.0,98.4
CCOC(=O)Cn1nc(-c2ccccc2)c2cnc3ccc(CC)cc3c21,1.0,.,39.6,16,-3.0,0.0,.,0.0,0.0,0.0,.
